FBW7 act = activators of human E3 ligase FBW7; normalized activity (activation), % at 26.1 µM; AID 1259310; AlphaScreen FBW7–phospho-cyclin E peptide binding, activator screen; hit rate 0.13% among 650,000; Q969H0; in the data active means normalized activity above about 1.9%;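 further: purified mutant Fbw7 with reduced substrate affinity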
GPR151 ag = activators of human GPR151 | AID 1508602 | activation, % at 11.2 µM | Q8TDV0 | PathHunter beta-arrestin GPR151 cells, luminescence | hit rate 1% among 650,000; in the data active means activation above about 4.9%;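 further: 0% = median of compound wells and 100% = cells with positive control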
Target sequence (Q8TDV0 whole entry, looked up): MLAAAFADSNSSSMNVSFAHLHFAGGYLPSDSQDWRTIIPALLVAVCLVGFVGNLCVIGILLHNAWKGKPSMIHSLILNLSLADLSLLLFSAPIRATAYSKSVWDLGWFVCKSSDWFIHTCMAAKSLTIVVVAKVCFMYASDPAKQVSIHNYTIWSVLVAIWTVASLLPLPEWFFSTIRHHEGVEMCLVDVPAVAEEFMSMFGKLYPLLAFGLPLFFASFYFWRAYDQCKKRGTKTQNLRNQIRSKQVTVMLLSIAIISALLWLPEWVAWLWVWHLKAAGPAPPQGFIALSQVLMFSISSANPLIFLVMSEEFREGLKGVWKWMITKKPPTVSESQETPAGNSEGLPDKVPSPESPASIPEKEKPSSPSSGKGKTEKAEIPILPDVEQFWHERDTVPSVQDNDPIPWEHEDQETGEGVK
TEAD-YAP block = TEAD-YAP interaction inhibition; inhibition, % at 9.12 µM; hit rate 1.4% among 640,000; AID 1259422; HEK-TIYL cells, TEAD-Gal4/YAP UAS-luciferase luminescence; in the data active means inhibition above about 32%;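 further: 0% = median of test compound wells and 100% = reference inhibitor wells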
MITF inh = inhibitors of human MITF. hit rate 0.91% among 650,000. inhibition, % at 2.6 µM. AID 1259374. AlphaScreen MITF homodimerization, bead proximity signal. O75030; in the data active means inhibition above about 50%;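 further: 0% = vehicle wells with protein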
Target sequence (O75030 whole entry, looked up): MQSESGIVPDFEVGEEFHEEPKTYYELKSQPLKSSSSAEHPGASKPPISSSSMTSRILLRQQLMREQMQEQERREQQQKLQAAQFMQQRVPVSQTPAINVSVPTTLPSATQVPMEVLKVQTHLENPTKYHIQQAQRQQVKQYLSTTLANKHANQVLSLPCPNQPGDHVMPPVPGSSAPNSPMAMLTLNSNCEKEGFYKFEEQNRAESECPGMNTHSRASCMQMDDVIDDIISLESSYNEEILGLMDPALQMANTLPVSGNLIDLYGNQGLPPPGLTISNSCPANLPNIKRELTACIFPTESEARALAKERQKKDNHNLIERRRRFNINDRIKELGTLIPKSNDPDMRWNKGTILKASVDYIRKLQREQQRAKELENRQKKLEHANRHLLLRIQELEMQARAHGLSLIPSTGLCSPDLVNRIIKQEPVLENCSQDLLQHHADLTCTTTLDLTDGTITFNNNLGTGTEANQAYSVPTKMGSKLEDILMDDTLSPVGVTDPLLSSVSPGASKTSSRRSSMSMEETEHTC
* marks the source's active call; other numbers are inactive results; & = joins results of further samples.

SMILES	FBW7 act	GPR151 ag	TEAD-YAP block	MITF inh
CC1CCCCC1NC(=O)CSCC(=O)Nc1ccccc1 (centres undefined)	0.5	1.5	1	5
C/C(CC(=O)Nc1ccc(F)cc1F)=N\NC(=O)C(=O)N1CCCC1	-0.1	-0.2	-3	14
COc1ccc(CC(=O)N2CC(=O)N(CCc3ccccc3)C(=O)C2)cc1	0.0	0.0	4	-2
COc1ccc(N2C(=O)/C(=C\c3ccco3)SC2=S)c(OC)c1	-0.2	1.1	11	5
COc1cc(OC)cc(C(=O)Nc2cc(C(=O)Nc3ccc(OC)c(Cl)c3)ccc2N2CC3CC(C2)c2cccc(=O)n2C3)c1 (centres undefined)	0.0	1.1	4	-3
Cc1cccc(NC(=O)CNC(=O)c2ccc(Br)cc2)c1	-0.1	-0.6	-3	-1
CCCc1cc(=O)oc2c(CN3CCOCC3)c(O)ccc12	0.0	-0.2	-6	-1
O=C(CN1C(=O)c2ccccc2S1(=O)=O)Nc1cc([N+](=O)[O-])ccc1F	0.0	-0.2	6	1
COc1ccc(NC(=O)c2ccc(Br)o2)cc1	-0.1	-6.2	-51	-5
O=C(OC(C(=O)c1ccccc1)c1ccccc1)c1ccc2c(c1)-c1ccccc1C2=O (centres undefined)	-0.1	-0.6	-5	-4

An excerpt from above in order of SMILES length, falling.
SMILES	FBW7 act	GPR151 ag	TEAD-YAP block	MITF inh
O=C(CN1C(=O)c2ccccc2S1(=O)=O)Nc1cc([N+](=O)[O-])ccc1F	0.0	-0.2	6	1
COc1ccc(CC(=O)N2CC(=O)N(CCc3ccccc3)C(=O)C2)cc1	0.0	0.0	4	-2
Cc1cccc(NC(=O)CNC(=O)c2ccc(Br)cc2)c1	-0.1	-0.6	-3	-1
CCCc1cc(=O)oc2c(CN3CCOCC3)c(O)ccc12	0.0	-0.2	-6	-1
COc1ccc(NC(=O)c2ccc(Br)o2)cc1	-0.1	-6.2	-51	-5

Going on with the list.
SMILES	FBW7 act	GPR151 ag	TEAD-YAP block	MITF inh
CC(C)C(Sc1nnc(C(F)(F)F)n1C)C(=O)NC(N)=O (centres undefined)	0.0	0.3	4	-11
COc1ccc(-n2ccn(CC(=O)Nc3ccc(C)c(C)c3)c2=O)cc1	-0.1	0.7	4	-18
CC(NC(=O)c1cnc2scc(C(C)(C)C)n2c1=O)c1ccccc1 (centres undefined)	-0.2	7.4*	4	-2
CCCCN(CCCC)CC(O)CN(c1ccccc1)S(=O)(=O)c1ccc(C)cc1 (centres undefined)	-0.1	0.0	-11	0
Cc1nn(C)c(C)c1-c1cncc(C(=O)NCCc2ccc(O)cc2)c1	0.3	0.7	-22	5
CC(C)(C)c1ccc(C(=O)N(CCCN2C(=O)c3cccc4cccc(c34)C2=O)c2ccccc2)cc1	0.5	0.1	5	10
O=C1NC2(CCN(Cc3cnc[nH]3)CC2)Oc2ccccc21	-0.1	-0.1	5	1
O=C(CCC1(Cc2cccs2)CCC(=O)N1)NCc1cnn(-c2cccc(F)c2)c1 (centres undefined)	1.0	-0.3	4	-1
Cn1c(-c2ccccc2)cnc1NC(=O)c1ccccc1	-0.4	-1.1	57*	4
COc1ccc(OC)c(CCNCc2c(C(=O)O)c(C)n(Cc3ccc(F)cc3)c2C)c1	0.5	0.1	12	19
N/C(=N\OC(=O)CCCOc1ccccc1)c1ccncc1	-0.2	0.7	-2	2
O=C1c2cccc3cccc(c23)C(=O)N1C1CCS(=O)(=O)C1 (centres undefined)	0.0	0.2	0	6
CCCN1CCOc2ccc(C3(O)CCN(c4ccccc4F)CC3)cc2C1	0.0	0.4	-3	3
Cc1ccc(C)c(N2C(=O)C3C4C=CC(C4)C3C2=O)c1 (centres undefined)	0.4	0.0	0	8
CC1=NN(C(=O)CSCc2ccccc2)C(O)(c2ccc(F)cc2)C1 (centres undefined)	0.1	0.1	4	-7
C1CCC(c2nnc3n2N=C2CCCCC2S3)CC1 (centres undefined)	0.2	1.2	-14	2
O=C(Nc1ccccc1Sc1ccccc1)c1ccccc1F	0.4	0.2	-14	-18
CCc1cc2c(=O)c(-c3nc(C)cs3)c(CCCC(=O)O)oc2cc1O	0.1	-1.0	-4	5
CCCN1CCN(C(=O)Cn2c(=O)c3ccccc3n(CC)c2=O)CC1	0.3	-1.5	-4	17
CCc1c(C)sc(NC(=S)N2CCN(S(C)(=O)=O)CC2)c1C(=O)OC	-0.1	-0.4	4	11
COc1ccc([N+](=O)[O-])cc1NC(=O)C12CC3CC(CC(C3)C1)C2	-0.1	0.1	4	1
Cc1cc2c(=O)n(CC(=O)NCC(=O)N3CCCCC3)cnc2s1	0.0	0.2	4	-4
Cn1cnc([N+](=O)[O-])c1Sc1ncnc2nc[nH]c12	-0.1&0.0&0.1&0.1	0.0&0.8&0.9&-1.0	-13&5	-4&4&11&-16
COc1ccc(C2(O)CC(C)=NN2C(=O)OC(C)(C)C)cc1 (centres undefined)	-0.1	-1.0	-31	13
Cc1nc2sc3c(c2c2nnc(SCc4cccnc4)n12)CCCC3	-0.3	-0.2	-3	-10
CCOC(=O)C1CCCN(C(=O)C2c3ccccc3C(=O)N(Cc3ccc(F)cc3)C2c2ccc(OC)cc2)C1 (centres undefined)	0.0	2.5	10	15
CCC(=O)Nc1ccc(NC(=O)c2ccc(OC)c(Br)c2)cc1	0.0	-0.4	-7	10
COc1cc(CN2CCN(S(=O)(=O)c3ccc(NC(C)=O)cc3)CC2)ccc1OCc1ccccc1	0.2	2.2	31	40
CC(C)NC(=O)CN1CCN(S(=O)(=O)c2ccc(S(N)(=O)=O)cc2)CC1	0.0	-0.1	-1	18
Cc1nc2ccccc2c(=O)n1-c1cccc(NS(=O)(=O)c2cc(F)ccc2F)c1	-0.1	0.0	1	-2

A different layout for 3 compounds above.
> Cn1cnc([N+](=O)[O-])c1Sc1ncnc2nc[nH]c12
  FBW7 act: -0.1&0.0&0.1&0.1 | GPR151 ag: 0.0&0.8&0.9&-1.0 | TEAD-YAP block: -13&5 | MITF inh: -4&4&11&-16
> CCC(=O)Nc1ccc(NC(=O)c2ccc(OC)c(Br)c2)cc1
  FBW7 act: 0.0 | GPR151 ag: -0.4 | TEAD-YAP block: -7 | MITF inh: 10
> COc1ccc(C2(O)CC(C)=NN2C(=O)OC(C)(C)C)cc1 (centres undefined)
  FBW7 act: -0.1 | GPR151 ag: -1.0 | TEAD-YAP block: -31 | MITF inh: 13

Going on with the list:
SMILES	FBW7 act	GPR151 ag	TEAD-YAP block	MITF inh
Cc1cc(C)c(C#N)c(Nc2ccc(-c3ccccc3)cc2)n1	0.1	-0.9	-8	15
CCOc1cc(C2NC(=O)N(C)C(C)=C2C(=O)OC)cc(Br)c1O (centres undefined)	0.3	2.5	1	4
CC(c1ccccc1)N1C(=O)c2ccc(C(=O)Nc3cc(Cl)ccc3C(=O)O)cc2C1=O (centres undefined)	0.7	-1.3	-1	-2
O=P(O)(c1ccccc1)c1ccccc1O	0.5	-0.7	12	25
O=C1/C(=C/c2ccc(-c3ccc(Br)cc3)o2)C=C(c2ccccc2)N1c1ccccc1Br	0.1	0.1	13	-1
O=C(CCCN1C(=O)/C(=C/c2ccc3c(c2)OCO3)SC1=S)Nc1ccccc1O	0.0	-1.7	12	20
CC(C)CNc1nccn2c(-c3cccc4cccnc34)cnc12	-0.1	0.6	42*	-12
CCOc1ccc2c(=O)c(Oc3ccccc3)c(C)oc2c1C	0.0	0.1	4	0
COc1ccc(CCC(=O)Nc2cc(C)ns2)cc1	0.7	-0.7	20	10
COCCN1C(=O)c2ccccc2C(C(=O)N2CCCCCC2)C1c1ccc(F)cc1 (centres undefined)	-0.2	1.3	2	-4
O=C(NNC(=O)c1ccc(COc2ccccc2)cc1)NC12CC3CC(CC(C3)C1)C2	0.6	-0.5	-13	-9
O=C(Nc1nnc(-c2ccc(Cl)s2)o1)C1CC1	0.3	-0.7	-10	14
COc1ccc(C(=O)Nc2ccc(I)cc2C)cc1OC	0.1	-0.7	-5	10
CCOC(=O)c1c(NC(=O)CSc2nnc(CNC(=O)c3cccc(OC)c3)n2C)sc2c1CCCC2	-0.2	-0.6	-1	-9
O=C(NNC(=O)c1ccco1)c1cccc(Cl)c1	-0.1	2.8	-13	4
CC(C)(O)C#Cc1ccc(C(=O)NC(c2ccccc2)c2ccccc2)cc1	-0.2	0.7	-8	28
Cc1cc(C(=O)COC(=O)c2ccccc2[N+](=O)[O-])c(C)n1CC(F)(F)F	-0.2	-11	95*	5
Nn1c(SCC(=O)Nc2ccc(Cl)cc2F)nnc1-c1cccs1	0.1	-1.4	1	9
COCCN(C(=O)C1CCCCC1)c1nnc(-c2ccncc2)s1	-0.6	1.6	-5	5
CCC(C)C(Nc1ncnc2sc(C)c(C)c12)C(=O)O (centres undefined)	0.3	-1.3	4	4
CSCCCNC(=O)C1CCN(c2nc(C)c3ccccc3n2)CC1	1.0	-0.3	1	11
CCOc1cc(CN2CCN(c3ncccn3)CC2)ccc1OC	-0.1	0.7	3	29
O=C(O)CC(SCc1ccc(C(=O)O)o1)C(=O)O (centres undefined)	-0.2	0.0	5	7
CCOC(=O)C1CCN(c2ncnc3c2c(-c2ccccc2)cn3-c2ccc(F)cc2)CC1	0.2	1.9	2	-4
COc1ccc(CCNC(=O)CSc2nc3ccccc3c(=O)n2NC(=O)Cc2ccccc2)cc1OC	0.0	0.6	-2	-8
CCCCCCSc1nnc2c(n1)OC(c1cc(OC)c(OC)cc1OC)N(C(C)=O)c1ccccc1-2 (centres undefined)	0.1	0.0	15	21
CCOC(=O)C1(CC2CCCCO2)CCN(C(=O)Nc2ccc(OC)c(OC)c2)CC1 (centres undefined)	0.0	-0.2	7	10
Cc1sc(NC(=O)CN(C(=O)Nc2ccccc2F)C2CCCCC2)c(C(N)=O)c1C	0.0	0.0	1	7
CN(C)C(=O)Cn1c(SCC(=O)NC2CCCCC2)nc2ccccc21	0.1	-0.7	6	9
CC(C)(C)NC(=O)NC(=O)COc1cccc(C(F)(F)F)c1	0.0	0.7	-9	-1
CCCCC1=NN(C(=O)C(=O)Nc2ccc(OC)cc2)C(O)(C(F)(F)F)C1 (centres undefined)	0.0	-0.4	-1	-15
CCn1c(NC(=O)c2ccccc2)nc2ccccc21	-0.1	-0.5	-26	11
NC(=O)c1cc2cc(Cl)ccc2oc1=Nc1ccc(F)cc1	-0.1	0.5	1	4
CCOC(=O)C1=C(C)NC(SC(C)=O)=NC1c1ccc(OC(C)=O)c(OC)c1 (centres undefined)	-0.1	0.7	1	-2
N#Cc1ccccc1NC(=S)NC(=O)c1cccnc1	-0.2	0.5	13	3
O=C(Nc1nc2ccc(NC(=O)C34CC5CC(CC(C5)C3)C4)cc2s1)C1CCCCC1	0.3	-1.6	53*	21
C=CCNC(=O)/C(C#N)=C/c1c(Oc2ccccc2OC)nc2ccccn2c1=O	-0.1	-6.2	6	1
Cc1ccc(NC(=O)C2C3C=CC4(O3)C2C(=O)N(CCN2CCOCC2)C4C(=O)NC2CCCC(C)C2C)cc1Cl (centres undefined)	-0.2	-0.1	7	2
Cc1csc(NC(=O)CSc2nc(COc3ccccc3)nc3ccccc23)n1	-0.1	-1.0	2	17
Cc1nc(N2CCCCC2C)c2c(C)c(C(=O)Nc3ccc(F)cc3Cl)sc2n1 (centres undefined)	-0.1	0.0	9	-2
COc1cccc(NC(=O)CSc2ccccn2)c1	0.6	0.1	-45	11
N#CC1(c2ccccc2)CCCN1C(=O)c1ccccc1 (centres undefined)	0.0	-1.6	2	-10
COc1ccc(OC)c(NC(=O)C2CCCN2C(=O)Nc2ccccc2OC)c1 (centres undefined)	0.8	3.0	8	2
CC(C)(C)C(=O)COC(=O)c1ccc(Cl)cc1	0.1	-1.8	4	-8
COc1cccc(CN2C(=O)NC3(CCCCC3C)C2=O)c1 (centres undefined)	-0.1	2.8	6	-11
CC(=O)c1ccc(Oc2cccc(Oc3ccc(C(C)=O)cc3)c2)cc1	0.1	-1.4	9	-3
COc1ccc2c(c1)CC(c1nc(Nc3ccc4cn[nH]c4c3)c3ccccc3n1)CO2 (centres undefined)	0.0	-0.5	-5	-2
COC(=O)C1=CNC=C(C(=O)OC)C1c1ccccc1C	0.3	0.7	-1	-4
Cc1nc2c([nH]c3ccccc32)c(=O)n1/N=C/c1ccccc1	-0.4	-0.3	-39	-9
CCN1CCN(Cc2c(O)ccc3c(=O)c(Oc4ccccc4Br)c(C(F)(F)F)oc23)CC1	-0.1	0.0	0	-10
NC(=O)C1CCN(C(=O)/C=C/c2ccc(Cl)cc2Cl)CC1	0.0	-0.3	-20	-5
O=C(O)CC(NS(=O)(=O)c1ccc(F)cc1)c1ccccc1 (centres undefined)	0.4	-1.7	1	-5

High-throughput results deposited in PubChem by The Scripps Research Institute Molecular Screening Center.
